TMEM16A act – activates or potentiates the mouse TMEM16A chloride channel; AID 623877; HEK293 TMEM16A/YFP-H148Q/I152L, iodide quench fluorescence; stronger effect = lower value; B-score at 10 µM; 340,000 tested, 0.3% active;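 active means fluorescence-ratio B-score plate-corrected deviation score at least 3 library SD below zero, with starting fluorescence score within 5 deviations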;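 further: channel opened by trigger with iodide after compound preincubation; score built on the fluorescence ratio of max minus min over baseline; more negative score means more quench and so TMEM16A activation or potentiation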
RGS4 inh – inhibitors of human RGS4; P49798; HEK293 M3R/RGS4 inducible, Fluo-4 calcium flux; stronger effect = higher value; triggered by carbachol at its EC20; B-score at 10 µM; 310,000 tested, 0.45% active; AID 463165;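 active means B-score, a plate-corrected calcium signal, over three deviations above library mean, with baseline fluorescence within five deviations of library mean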;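 further: RGS4 expression induced by doxycycline in cells with stable M3 receptor; B-score is computed from the integrated fluorescence ratio over baseline after carbachol; higher B-score means a larger calcium signal and so more RGS4 inhibition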
Target sequence (P49798 whole entry, looked up): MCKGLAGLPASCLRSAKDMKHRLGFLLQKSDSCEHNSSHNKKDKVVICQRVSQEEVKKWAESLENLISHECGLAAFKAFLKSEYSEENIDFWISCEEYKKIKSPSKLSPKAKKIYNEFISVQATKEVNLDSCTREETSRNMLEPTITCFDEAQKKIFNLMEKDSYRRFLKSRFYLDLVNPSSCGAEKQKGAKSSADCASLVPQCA
MrgX1 ag – human MrgX1 receptor agonism, primary screen; MrgX1-HEK293 cells, Fluo-4 calcium fluorescence, agonist mode; stronger effect = higher value; Q96LB2; AID 588627; B-score at 10 µM; 310,000 tested, 0.44% active;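 active means calcium response B-score plate-corrected fluorescence ratio at least 3 library SD, with starting fluorescence B-score inside 5 SD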
Target sequence (Q96LB2 whole entry, looked up): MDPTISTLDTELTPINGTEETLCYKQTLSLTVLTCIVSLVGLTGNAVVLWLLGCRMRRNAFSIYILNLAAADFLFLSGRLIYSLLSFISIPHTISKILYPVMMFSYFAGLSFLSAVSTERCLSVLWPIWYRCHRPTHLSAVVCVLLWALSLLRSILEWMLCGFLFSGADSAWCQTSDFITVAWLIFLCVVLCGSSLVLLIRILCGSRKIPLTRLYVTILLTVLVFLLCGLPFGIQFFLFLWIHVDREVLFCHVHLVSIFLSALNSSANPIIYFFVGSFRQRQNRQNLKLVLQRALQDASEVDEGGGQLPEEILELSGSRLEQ
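Assay system: stable human MrgX1 HEK293 cell line. Quantity: 15,000 cells per well. Schedule: cells plated overnight, dye loaded 0.5 h 37 °C, 0.5 h room temperature. Detection: Fluo-4 NW calcium-flux fluorescence, kinetic read. Read-out basis: peak-minus-minimum fluorescence over baseline, converted to B scores. Control set: positive and negative control wells on each plate.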
MrgX1 antag – human MrgX1 receptor antagonism, primary screen. AID 588676. MRGX1-HEK293 calcium flux, Fluo-4, BAM8-22 antagonism; stronger effect = lower value. B-score at 10 µM. 310,000 tested, 1.3% active;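 active means calcium-response B-score plate-corrected more than 3 library SD below zero, starting fluorescence within 5 deviations, no agonist response on first addition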;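 further: peak minus trough fluorescence over baseline after final BAM8-22 challenge near maximal dose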
RGS4 act – RGS4 potentiation or activation; 310,000 tested, 0.92% active; AID 463111; B-score at 10 µM; HEK293 M3R/inducible RGS4, carbachol calcium flux Fluo4; stronger effect = lower value;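 active means B-score of the integrated calcium signal more than 4 SD below the library mean, with starting fluorescence not abnormally high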;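 further: negative B-score means reduced calcium response which marks RGS4 activation or potentiation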
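System: HEK293 FlpIn-TREx cells, stable M3R, doxycycline-inducible RGS4. Timing: overnight RGS4 induction, 30 min dye load 37 °C, 20 min compound RT. Also added: carbachol, ECmax concentration. Measured by: Fluo4 fluorescence kinetic imaging of calcium. Evaluation: integrated calcium ratio converted to B score.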
TRPC6 inh – blocks the mouse TRPC6 cation channel | Q61143 | B-score at 10 µM | 310,000 tested, 1.1% active | HEK293-TRPC6, membrane potential dye, ACh-evoked depolarization; stronger effect = lower value;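 active means B-score under library mean minus 3 SD, initial fluorescence not abnormally high, positive integrated signal ratio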;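 further: B-score derived from integrated fluorescence ratio over the kinetic read; more negative B-score means stronger inhibition of depolarization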
SKKanGAS inh – blocks kanamycin growth of S. pyogenes SKKanGAS strain; AID 1662; inhibition, % at 7.5 µM; BacTiter-Glo, 6 h; 300,000 tested, 1.3% active;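 active means mean replicate score, as percent of positive control median, at least 50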;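 further: strain carries kanamycin resistance gene driven by streptokinase promoter and grows in 40 µg/ml kanamycin; loss of luminescence reflects streptokinase promoter inhibition or plain growth inhibition; 0% = median of DMSO wells and 100% = positive control at its reference dose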
MrgX1 allo act – allosterically activates human MrgX1 receptor signaling | MrgX1-HEK293, Fluo-4 calcium flux, FDSS; stronger effect = higher value | B-score at 10 µM | 310,000 tested, 0.63% active | AID 588675;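 active means plate-corrected calcium response at least 3 library SD above typical, normal starting fluorescence, not activating the receptor alone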;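 further: compound read alongside a low EC10 to EC30 dose of BAM8-22 agonist; peak minus trough fluorescence over baseline measured at the second addition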
TRPC6 act – mouse TRPC6 channel activation; B-score at 10 µM; AID 2550; HEK293-TRPC6 membrane potential dye fluorescence; stronger effect = higher value; 310,000 tested, 0.13% active; Q61143;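 active means B-score of the integrated fluorescence ratio above library mean plus 3 SD, and starting fluorescence ratio within library mean plus 5 SD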;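 further: higher score means more depolarization so channel activation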
HDAC3 inhib – inhibitors of human histone deacetylase 3; inhibition, % at 8.3 µM; recombinant HDAC3, fluorogenic peptide/trypsin coupled, fluorescence; 320,000 tested, 0.15% active; O15379; in the data active means inhibition above about 26%, passing the limit was not always enough
Target sequence (O15379 whole entry, looked up): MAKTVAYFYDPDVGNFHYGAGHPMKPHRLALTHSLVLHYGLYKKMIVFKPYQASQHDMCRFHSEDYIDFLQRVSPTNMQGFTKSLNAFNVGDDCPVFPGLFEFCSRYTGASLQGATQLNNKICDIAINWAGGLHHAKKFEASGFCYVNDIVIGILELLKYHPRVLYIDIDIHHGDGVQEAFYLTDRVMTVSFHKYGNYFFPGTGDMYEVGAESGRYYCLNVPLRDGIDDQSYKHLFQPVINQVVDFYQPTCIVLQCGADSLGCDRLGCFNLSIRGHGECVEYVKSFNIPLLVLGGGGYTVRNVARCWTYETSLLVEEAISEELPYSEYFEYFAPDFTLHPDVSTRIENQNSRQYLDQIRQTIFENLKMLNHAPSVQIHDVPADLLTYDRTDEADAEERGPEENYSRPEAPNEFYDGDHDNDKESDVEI
ANO1 block – inhibitors of mouse TMEM16A calcium-activated chloride channel; Q8BHY3; HEK293 TMEM16A/YFP iodide influx fluorescence, ionomycin; normalized B-score (activity score, 25-100; higher = stronger inhibition) at 10 µM; 310,000 tested, 1.2% active;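 active means ratio plate-corrected score three or more library SD toward inhibition, starting fluorescence score within five deviations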;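 further: score derived from kinetic fluorescence span divided by baseline fluorescence per well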
Starred values were filed as active, the others as inactive; i = inactive; . = not tested or not shown. Rows are unselected; 6.7% or so of the library scored in one or more.

SMILES	TMEM16A act	RGS4 inh	MrgX1 ag	MrgX1 antag	RGS4 act	TRPC6 inh	SKKanGAS inh	MrgX1 allo act	TRPC6 act	HDAC3 inhib	ANO1 block
Cc1sc2ncnc(N3CCC(C(=O)N(CC(C)C)c4nc5ccccc5s4)CC3)c2c1C	i	i	i	i	i	i	28.4	i	i	6.1	i
CCOc1ccc2c(c1)sc(=NC(=O)C1CC1)n2C	i	i	i	i	i	i	-1.5	i	i	-6.9	i
CCOC(=O)C1CCN(C(=O)c2ccccc2NS(=O)(=O)c2cc(C)ccc2C)CC1	i	i	i	i	i	i	-2.8	i	i	-0.6	i
O=C(NCc1ccco1)/C(=C\C=C\c1ccccc1)NC(=O)c1ccccc1Br	i	i	i	i	i	i	-5.7	i	i	8.9	i
Brc1ccc(-c2csc(N3CCOCC3)n2)cc1	i	i	i	i	i	i	16.1	i	i	.	i
Cc1oc2cc(O)ccc2c(=O)c1Oc1ccccc1	i	i	i	i	i	i	0.7	i	i	-37.0	i
CN1CCc2c(OCC(=O)N3N=C(c4cccs4)CC3c3ccc(F)cc3)cccc2C1=O (stereo unspecified)	i	i	i	i	i	i	-12.9	i	i	-6.2	i
COc1cc(C(=O)O/N=C(\N)c2ccccn2)cc(OC)c1OC	i	i	i	i	i	i	-3.4	i	i	0.9	i
CCOC(=O)Cc1csc(NC(=O)c2c(-c3ccccc3)noc2C)n1	i	i	i	i	i	i	6.2	i	i	5.1	i
O=C(/C=C/c1cccc(F)c1)NCCCn1ccnc1	i	i	i	i	i	i	5.2	i	i	2.6	i
COc1ccc2cc(C(=O)Nc3ccc(O)cc3)sc(=O)c2c1OC	i	i	i	i	i	i	5.2	i	i	7.8	i
COc1ccc(CCNC(=O)c2c(-c3ccccc3)noc2C)cc1OC	i	i	i	i	i	i	-2.3	i	i	-0.7	i
CCCCC(=O)NC(=S)NNC(=O)CC	i	i	i	i	i	i	12.7	i	i	9.8	i
CCCCOc1ccc(N2CC(C(=O)NCc3ccco3)CC2=O)cc1 (stereo unspecified)	i	i	i	i	i	i	-0.3	i	i	-2.0	i
Cc1ccc(N(Cc2ccc([N+](=O)[O-])cc2)C(=O)c2ccco2)cc1	i	i	i	i	i	i	2.6	i	i	-1.9	i
O=c1[nH]c2ccc(Cl)cc2c(-c2ccccc2)c1N1CCN(CCO)CC1	i	i	i	i	i	i	0.6	i	i	5.9	i
CC(C)(C)C(=O)O/N=C(\N)Cc1ccc(-c2csnn2)cc1	i	i	i	i	i	i	7.3	i	i	-4.2	i
COc1ccc2nc(SCC(=O)N(C)CC(=O)Nc3ccc(F)cc3)[nH]c2c1	i	i	i	i	i	i	-26.4	i	i	-2.2	i
CCc1ccccc1NCc1cc(=O)oc2cc(C)ccc12	i	i	i	i	i	i	-10.1	i	i	0.3	i
COc1cc(C)c(C)cc1S(=O)(=O)n1c(C)nc2ccccc21	i	i	i	i	i	i	14.5	i	i	-1.9	i
CC1CCCN(CCCNC(=O)c2ccc(N3CCCC3=O)cc2)C1 (stereo unspecified)	i	i	i	i	i	i	0.9	i	i	-1.7	i
Cc1cccc(C)c1NC(=O)C(C)c1ccc(-c2ccccc2)c(F)c1 (stereo unspecified)	i	i	i	i	i	i	6.0	i	i	-6.7	i
COc1ccccc1NC(=O)CC(c1ccc(OC(C)C)cc1)c1ccccc1OC (stereo unspecified)	i	i	i	i	i	i	25.2	i	i	7.2	i
COC(=O)/C(=N/Nc1ccccc1OC)N1CCCc2ccccc21	i	i	i	i	i	i	-0.8	i	i	3.9	i
COc1ccc([N+](=O)[O-])cc1NC(=O)CCN1CCN(CCO)CC1	i	i	i	i	i	i	-2.2	i	i	-2.9	i
Cc1nc(-c2cccc(NS(=O)(=O)c3ccc4ccccc4c3)c2)cs1	i	i	i	i	i	i	38.1	i	i	0.0	i
O=C(O)C1C(c2ccccc2)C(C(=O)OCc2ccco2)C1c1ccccc1 (stereo unspecified)	i	i	i	i	i	i	3.3	i	i	-7.4	i
CCOC(=O)CNC(=O)c1cccnc1	i	i	i	i	i	i	3.0	i	i	-9.5	i
Cc1ccc(N(CN2C(=O)NC(C)(C)C2=O)CN2C(=O)NC(C)(C)C2=O)cc1	i	i	i	i	i	i	-7.1	i	i	4.2	i
CCOC(=O)CSc1nc(C)c2ccc(C)cc2n1	i	i	i	i	i	i	-1.4	i	i	-0.5	i
O=C(NCC1CCCO1)c1cc(-c2ccncc2)nc2ccc(S(=O)(=O)N3CCOCC3)cc12 (stereo unspecified)	i	i	i	i	i	i	-0.3	i	i	8.5	i
COc1cc(/C=C/C(=O)c2ccc(F)cc2)cc(OC)c1OC	i	i	i	i	i	i	-4.0	i	i	17.1	i
Cc1ccnc(NC(=O)Cc2ccc([N+](=O)[O-])cc2)c1	i	i	i	i	i	i	-3.3	i	i	-2.1	i
CCCCNC(=O)CC1C(=O)N(Cc2ccccc2)C(C)c2nc3ccccc3n21 (stereo unspecified)	i	i	i	i	i	i	-0.2	i	i	1.6	i
Cc1nc(C2CCC3C4CCC5=CC(=O)CC[C@]5(C)C4CC[C@]23C)cs1 (stereo partly specified)	.	i	i	i	-10.2*	i	0.5	i	i	3.8	i
Cc1ccc(C(=O)N2CCN=C2SCc2ccc([N+](=O)[O-])cc2)cc1	-5.8*	i	i	-7.05*	i	i	-7.7	i	i	6.1	i
Cc1cc(/C=C(\C#N)C(=O)O)c(C)n1C1CC1	i	i	i	i	i	i	9.7	i	i	3.5	i
Cc1cc2ccccc2n2c(SCC(=O)Nc3ccc(S(=O)(=O)N4CCCCC4)cc3)nnc12	i	i	i	i	i	i	6.4	i	i	10.0	i
CCC(=O)Nc1ccc2nc(C)n(Cc3ccccc3Cl)c(=O)c2c1	i	i	i	i	i	i	3.2	i	i	3.4	100*
Cc1ccc(-c2nnc(COC(=O)c3cc(=O)[nH]c4ccccc34)o2)cc1	i	i	i	i	i	i	-6.4	i	i	-1.2	i
COc1ccccc1-c1cc(C(F)(F)F)n2ncc(S(=O)(=O)c3ccccc3)c2n1	i	i	i	i	i	i	37.2	i	i	-3.6	i
N#Cc1c(/N=C/c2ccc(-c3ccccc3C(=O)O)o2)sc2c1CCCC2	i	i	i	i	i	i	6.1	i	i	12.7	i
O=C(N/N=C/c1ccc(F)cc1)c1cccc(NC(=O)c2ccccc2Cl)c1	i	i	i	i	i	i	3.0	i	i	15.7	i
Brc1ccccc1-n1nnc(-c2cnc3ccccc3c2)n1	i	i	i	i	i	i	2.8	i	i	16.2	i
COc1cccc(CC(=O)OC(C)C(=O)NCc2ccc3c(c2)OCO3)c1 (stereo unspecified)	i	i	i	i	i	i	-18.5	i	i	2.1	i
O=C(CC1Sc2ccccc2NC1=O)c1ccc(Br)cc1 (stereo unspecified)	i	i	i	i	i	i	-14.6	i	i	4.7	i
O=C(NC(Cc1ccc(F)cc1)C(=O)O)c1ccccc1 (stereo unspecified)	i	i	i	i	i	i	-1.1	i	i	3.3	i
Cn1cc(C(=O)NC2CCCCC2)c(=O)c2cc(S(=O)(=O)N3CCCC3)ccc21	i	i	i	i	i	i	0.0	i	i	-1.9	i
O=C(NCC1CCCO1)c1ccc(COc2ccccc2)o1 (stereo unspecified)	i	i	i	i	i	i	-4.8	i	i	-11.2	i
CN(C(=O)COC(=O)CSc1ccc(C(N)=O)cc1[N+](=O)[O-])C1CCS(=O)(=O)C1 (stereo unspecified)	i	i	i	i	i	i	-2.2	i	i	-2.6	i
COc1ccccc1CNC(=O)C1CCN(S(=O)(=O)c2ccc3c(c2)NC(=O)CO3)CC1	i	i	i	i	i	i	3.0	i	i	0.6	i
CCOC(=O)c1cnn(CCOC(=O)c2ccc(F)cc2)c1NC(=O)c1ccc(F)cc1	i	i	i	i	i	i	-4.9	i	i	1.5	i
CC1(C)Cc2c(sc(NC(=O)C(=O)N3CCOCC3)c2C(N)=O)CO1	i	i	i	i	i	i	-3.9	i	i	1.6	i
COc1ccc(C(=O)NNC(=O)C2CCCO2)cc1 (stereo unspecified)	i	i	i	i	i	i	-2.2	i	i	-1.2	i
COc1ccc(CC(=O)NNC(=O)c2cc(C)[nH]n2)cc1	i	i	i	i	i	i	1.6	i	i	-0.2	i
C[C@H]1CN=C2N(CCNC(=O)CCC3CCCCC3)[C@H](Cc3ccc(O)cc3)CN21	i	i	i	i	i	i	2.8	i	i	2.4	i
O=C(CN(C(=O)CNC(=O)c1cccs1)c1cccc(F)c1)NC1CCCC1	i	i	i	i	i	i	0.5	i	i	2.9	i
O=C(Nc1ccccc1Cl)N1CCCN(c2nc(-c3ccccc3)ns2)CC1	i	i	i	i	i	-5.1*	8.6	i	i	6.6	i
COC(=O)CNC(=O)c1ccccc1	i	i	i	i	i	i	1.1	i	i	-10.3	i
CCOc1cc(/C=N/NC(=O)c2nn(C)cc2Br)ccc1OCc1ccccc1	i	i	i	-6.81*	i	i	-2.1	i	i	8.9	i
Following part:
SMILES	TMEM16A act	RGS4 inh	MrgX1 ag	MrgX1 antag	RGS4 act	TRPC6 inh	SKKanGAS inh	MrgX1 allo act	TRPC6 act	HDAC3 inhib	ANO1 block
CCc1nc2ccccc2c(C(=O)Oc2ccc(C(=O)OC)cc2)c1C	i	i	i	i	i	i	2.4	i	i	6.1	i
NC(=S)Cc1nc(-c2ccc(Cl)cc2)cs1	i	i	i	i	i	i	6.7	i	i	0.8	i
COc1ccc(Cl)cc1NC(=O)CCN1CCOCC1	i	i	i	i	i	i	-5.0	i	i	1.3	i
CCOC(=O)c1ccc(N2C(=O)C3ON(c4ccccc4)C(c4ccco4)C3C2=O)cc1 (stereo unspecified)	i	i	i	i	i	i	0.7	i	i	3.2	i
Nc1nc(SCC(=O)Nc2ccccc2Sc2ccccc2)n[nH]1	i	i	i	i	i	i	1.8	i	i	2.3	i
CC(Sc1nnc(-c2cccnc2)n1-c1ccccc1)C(=O)NCc1ccc2c(c1)OCO2 (stereo unspecified)	i	i	i	i	i	i	-2.1	i	i	-0.1	i
O=C(Nc1ccc2nc3n(c(=O)c2c1)CCCCC3)c1ccccc1[N+](=O)[O-]	i	i	i	i	i	i	-1.6	i	i	-7.1	i
O=C1CSC(c2ccc(Cl)cc2)N1Nc1nc(N2CCOCC2)nc(N2CCOCC2)n1 (stereo unspecified)	i	i	i	i	i	i	5.1	i	i	1.1	i

High-throughput results as filed in PubChem BioAssay.
